# OXTR potentiator: potentiators of human oxytocin receptor. CHO-OTR cells, Fluo-8 calcium fluorescence, potentiator mode; 0% = oxytocin EC15, 100% = EC100. P30559. activation, % at 3 µM. AID 2445. actives 0.061% (n = 320,000);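 active = activation above that plate's cutoff, the mean activation of tested compounds plus 3 SD, cut at about 6.6% in these data, passing the limit was not always enough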;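 also: 100% uses oxytocin at 75 nM as the full agonist control; some results filed as inactive read as strong as hits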
# Target sequence (P30559 whole entry, looked up): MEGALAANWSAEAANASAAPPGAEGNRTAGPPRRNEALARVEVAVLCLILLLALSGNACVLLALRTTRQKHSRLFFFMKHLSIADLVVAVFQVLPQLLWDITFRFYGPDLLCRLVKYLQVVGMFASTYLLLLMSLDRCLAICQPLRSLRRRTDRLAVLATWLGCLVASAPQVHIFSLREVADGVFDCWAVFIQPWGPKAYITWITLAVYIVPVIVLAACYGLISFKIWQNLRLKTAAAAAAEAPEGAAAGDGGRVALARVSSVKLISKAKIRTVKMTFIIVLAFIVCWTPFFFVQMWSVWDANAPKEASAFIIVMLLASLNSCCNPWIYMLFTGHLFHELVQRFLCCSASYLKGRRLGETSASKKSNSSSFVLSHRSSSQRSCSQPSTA
#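 Measured by – Fluo-8 calcium dye fluorescence · Test system – human OTR in CHO cells · Dosing – one concentration, 3.0 µM compound · Controls – EC15 oxytocin alone as 0%, 75 nM oxytocin as 100% · Evaluation – normalized max/min fluorescence ratio, % activation · Timing – 6 min pre-incubation, 100 s read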
# MEKK2wt PB1 HTS: raises or lowers MEK5 binding to wildtype human MEKK2 PB1 domain; actives 1.1% (n = 290,000); binding response (% of control), % at 10 µM; Q9Y2U5; bead flow cytometry, Alexa488-MEK5 binding to MEKK2 WT; actives lie on both sides; AID 1531; in the data active = binding response below about 67% or above about 130%
# M18AAP inhibitor: PfM18AAP enzyme inhibition; recombinant PfM18AAP, H-Glu-NHMec fluorogenic cleavage; inhibition, % at 7.35 µM; actives 1.2% (n = 290,000);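 active = inhibition above the campaign mean inhibition over all tested compounds plus 3 SD, cut at about 28% in these data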;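 also: 0% = plate median of test compound wells and 100% = 2 mM ZnCl2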
# MEKK2 mut-MEK5: signal of MEK5 binding to mutant human MEKK2 PB1 domain; bead flow cytometry, Alexa488-MEK5 binding to MEKK2 mutant; percent response, % at 10 µM; actives 0.35% (n = 290,000); AID 1530; in the data active = percent response above about 24%, passing the limit was not always enough; also: inactives centre near 1; some results filed as inactive read as strong as hits
# V1aR counter: counter-screen for oxytocin receptor agonists: human V1a receptor agonists | P37288 | CHO-V1R cells, Fluo-8 calcium fluorescence, agonist mode; 0% DMSO, 100% 3 nM vasopressin | activation, % at 3 µM | actives 0.25% (n = 320,000);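 active = activation above the mean activation of all tested compounds plus 3 SD, per screening run, cut at about 20% in these data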;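 also: signal is peak over basal fluorescence ratio across a 100 second FLIPR read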
# GalR3 antagonist: antagonists of human GalR3; O60755; HEK293 GalR3-CNG cAMP membrane potential fluorescence; galR3 body fused to GalR1 C-terminus; inhibition, % at 3 µM; actives 0.44% (n = 360,000); AID 651719;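 active = inhibition above the screen-wide average plus 3 SD, cut at about 13% in these data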;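 also: forskolin and galanin both at EC90 stimulate the cells; cAMP rise reported by CNG channel membrane potential dye signal; 0% = forskolin plus galanin with DMSO and 100% = forskolin alone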
# Target sequence (O60755 1-299 limits assumed): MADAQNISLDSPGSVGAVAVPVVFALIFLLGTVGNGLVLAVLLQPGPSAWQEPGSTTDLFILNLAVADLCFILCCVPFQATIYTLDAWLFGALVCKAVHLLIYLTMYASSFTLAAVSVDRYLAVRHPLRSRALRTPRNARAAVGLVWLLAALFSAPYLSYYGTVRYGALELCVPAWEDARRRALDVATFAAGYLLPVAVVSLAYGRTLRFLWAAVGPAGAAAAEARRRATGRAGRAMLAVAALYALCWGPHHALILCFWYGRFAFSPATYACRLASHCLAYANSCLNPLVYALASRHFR
# GPR7 antag: blocks human GPR7 receptor signaling. P48145. GPR7-expressing cells, fluorescence antagonist assay. inhibition, % at 4.4 µM. actives 1.1% (n = 290,000); in the data active = inhibition above about 16%, passing the limit was not always enough;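 also: cells stimulated with the agonist NPW; 0% = agonist with vehicle and 100% = vehicle without agonist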
# Target sequence (P48145 whole entry, looked up): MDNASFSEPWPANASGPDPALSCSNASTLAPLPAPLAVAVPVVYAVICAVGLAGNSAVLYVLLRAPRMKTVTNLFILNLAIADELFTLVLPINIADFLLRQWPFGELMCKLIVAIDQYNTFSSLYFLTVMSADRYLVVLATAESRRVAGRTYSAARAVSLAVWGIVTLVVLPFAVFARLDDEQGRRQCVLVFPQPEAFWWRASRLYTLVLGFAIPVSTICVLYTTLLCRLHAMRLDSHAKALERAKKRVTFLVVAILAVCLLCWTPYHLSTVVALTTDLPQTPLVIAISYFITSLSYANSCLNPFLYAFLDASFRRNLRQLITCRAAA
# NALP1 inh: blocks the NALP1 inflammasome reconstituted in yeast | S. cerevisiae NALP1/ASC/caspase-1 growth, X-gal OD620, 72 h | inhibition, % at 10 µM | actives 0.61% (n = 280,000) | AID 2071; in the data active = inhibition mostly above about 24%, no sharp cut-off; inactive = mostly below about 32%; also: some compounds called inactive have numbers as strong as hits
# OXTR ag: human OXTR agonism; P30559; CHO-OTR cells, Fluo-8 calcium fluorescence; normalized: DMSO 0%, oxytocin 100%; activation, % at 3 µM; actives 0.32% (n = 320,000); AID 2435;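 active = activation above the mean of all tested compounds plus 3 SD, cutoff set per screening run, cut at about 20% in these data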;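 also: peak over basal fluorescence ratio from a 100 s FLIPR kinetic read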
# Active calls of the source: *; x = no result given.
SMILES,OXTR potentiator,MEKK2wt PB1 HTS,M18AAP inhibitor,MEKK2 mut-MEK5,V1aR counter,GalR3 antagonist,GPR7 antag,NALP1 inh,OXTR ag
COc1ccc(NC2C=CS(=O)(=O)C2)cc1 (stereo not drawn),-14,92,-2,-1,0.4,-2,1,x,-0.2
CCCc1cc(=O)[nH]c(SCC(=O)N2CCN(S(=O)(=O)c3ccc4ccccc4c3)CC2)n1,-4,102,2,14,-0.4,2,-6,30,-0.8
O=C(c1cc(C(=O)N2CCOCC2)c2nc3ccccc3n2c1)c1cc(Cl)cc(Cl)c1O,-12,105,10,6,1.2,-2,-9,x,1.1
CCOC(=O)C(=CNc1ccc(S(N)(=O)=O)cc1)C(=O)OCC,6,104,4,6,0.2,13*,-13,-7,1.5
CC1(c2ccc(Cl)cc2)NC(=O)N(CC(=O)N2CCc3ccccc3C2)C1=O (stereo not drawn),-12,x,x,x,18,-4,x,x,17
CC(=O)Nc1nc2ccccc2n1CCOc1ccccc1,1,97,-12,1,0.9,-8,-9,25,0.1
Cc1cc(C)c2oc(C(=O)N(Cc3ccc(F)cc3)C3CCS(=O)(=O)C3)cc(=O)c2c1 (stereo not drawn),-5,96,-1,6,2.1,8,4,5,0.7
O=C(CCc1ccccc1)NCC1OCCc2ccccc21 (stereo not drawn),-1,104,2,3,-0.4,-8,-10,-5,-0.4
CC(C)Oc1cccc(C(=O)C2CCCN(C(=O)CCc3cnn(C)c3)C2)c1 (stereo not drawn),-7,102,1,0,0.6,-1,-5,15,-1.0
CCN(CC)CCNc1nc(-c2ccccc2)nnc1C(F)(F)F,-2,108,-5,-1,0.1,x,1,21,1.9
CN(C)C1(CNC(=S)Nc2ccccc2C(F)(F)F)CCCCC1,-5,105,5,11,-0.2,1,-3,-4,1.3
Clc1ccc2nc(SCc3nnc(-c4ccccc4)o3)[nH]c2c1,-8,x,-2,x,0.3,-2,4,13,-0.4

# 12 of these compounds, reformatted:
smiles	OXTR potentiator	MEKK2wt PB1 HTS	M18AAP inhibitor	MEKK2 mut-MEK5	V1aR counter	GalR3 antagonist	GPR7 antag	NALP1 inh	OXTR ag
COc1ccc(NC2C=CS(=O)(=O)C2)cc1 (stereo not drawn)	-14	92	-2	-1	0.4	-2	1	x	-0.2
CCCc1cc(=O)[nH]c(SCC(=O)N2CCN(S(=O)(=O)c3ccc4ccccc4c3)CC2)n1	-4	102	2	14	-0.4	2	-6	30	-0.8
O=C(c1cc(C(=O)N2CCOCC2)c2nc3ccccc3n2c1)c1cc(Cl)cc(Cl)c1O	-12	105	10	6	1.2	-2	-9	x	1.1
CCOC(=O)C(=CNc1ccc(S(N)(=O)=O)cc1)C(=O)OCC	6	104	4	6	0.2	13*	-13	-7	1.5
CC1(c2ccc(Cl)cc2)NC(=O)N(CC(=O)N2CCc3ccccc3C2)C1=O (stereo not drawn)	-12	x	x	x	18	-4	x	x	17
CC(=O)Nc1nc2ccccc2n1CCOc1ccccc1	1	97	-12	1	0.9	-8	-9	25	0.1
Cc1cc(C)c2oc(C(=O)N(Cc3ccc(F)cc3)C3CCS(=O)(=O)C3)cc(=O)c2c1 (stereo not drawn)	-5	96	-1	6	2.1	8	4	5	0.7
O=C(CCc1ccccc1)NCC1OCCc2ccccc21 (stereo not drawn)	-1	104	2	3	-0.4	-8	-10	-5	-0.4
CC(C)Oc1cccc(C(=O)C2CCCN(C(=O)CCc3cnn(C)c3)C2)c1 (stereo not drawn)	-7	102	1	0	0.6	-1	-5	15	-1.0
CCN(CC)CCNc1nc(-c2ccccc2)nnc1C(F)(F)F	-2	108	-5	-1	0.1	x	1	21	1.9
CN(C)C1(CNC(=S)Nc2ccccc2C(F)(F)F)CCCCC1	-5	105	5	11	-0.2	1	-3	-4	1.3
Clc1ccc2nc(SCc3nnc(-c4ccccc4)o3)[nH]c2c1	-8	x	-2	x	0.3	-2	4	13	-0.4

# Single entries from the results shown:
# O=C(c1cc(C(=O)N2CCOCC2)c2nc3ccccc3n2c1)c1cc(Cl)cc(Cl)c1O @ MEKK2 mut-MEK5: 6
# CCN(CC)CCNc1nc(-c2ccccc2)nnc1C(F)(F)F @ NALP1 inh: 21

# New compounds follow:
SMILES,OXTR potentiator,MEKK2wt PB1 HTS,M18AAP inhibitor,MEKK2 mut-MEK5,V1aR counter,GalR3 antagonist,GPR7 antag,NALP1 inh,OXTR ag
C=CCn1c(=O)n(C(=O)OCC)c2cc(Br)ccc21,2,82,-14,-13,0.2,-6,-13,10,-1.5
CCC1CCCCN1C(=O)Nc1cccc(NC(=O)N2CCCCC2CC)c1 (stereo not drawn),1,101,6,-1,1.5,3,-6,0,-1.1
Cc1ccc(C(=O)Nc2cccc(Oc3ccccc3)c2)o1,1,x,-4,x,-1.3,-3,5,0,-2.3
COC(=O)Nc1ccc(S(=O)(=O)N2CCN(c3ccc(F)cc3)CC2)cc1,-23,100,-5,-1,7.5,-4,-4,-7,5.4
CC(C)(C)c1ccc(C(=O)Nc2ccc(C(=O)N3CCOCC3)cc2)cc1,5,101,-8,6,2.7,2,-14,10,0.0
CCc1ccccc1N=C1SCC(=O)N1C,-2,108,3,2,-1.0,2,0,6,-1.9
Cc1c(NC(=O)c2ccc(S(=O)(=O)N(C)c3ccccc3)cc2)c(=O)n(-c2ccccc2)n1C,0,90,4,-12,0.2,-2,-12,0,0.1
Cc1ccc(-n2nc3c(c2NC(=O)CCC2CCCCC2)CS(=O)C3)cc1 (stereo not drawn),-3,97,-5,-3,1.4,0,4,1,-1.4
O=C(Nc1cccc(F)c1)C1CCN(C(=O)c2ccc(Cl)cc2)CC1,1,105,2,1,3.6,-10,-1,-5,0.9
CCn1c(NCc2c[nH]c3ccccc23)nc2ccccc21,-1,115,3,4,1.3,-1,-13,x,4.4
Cc1noc(C)c1S(=O)(=O)N1CCN(S(=O)(=O)c2ccccc2C#N)CC1,2,98,-4,-2,-0.3,-9,-1,14,2.4
COc1ccc(C/C(C)=N\NC(=O)c2cn(C)c3ccccc23)cc1OC,-1,92,-34,-3,0.4,-1,3,-4,-1.0
COc1ccc(N(C(=O)c2ccc(Br)o2)C2C=CS(=O)(=O)C2)c(OC)c1 (stereo not drawn),-4,96,1,-3,0.1,-2,-18,12,-0.8
Cc1nn(-c2ccccc2)c(Cl)c1/C=C1\SC(=S)NC1=O,-5,89,-18,-9,3.4,-6,0,28,4.0
O=C(N/C(=C\c1cccnc1)C(=O)N1CCOCC1)c1ccco1,-3,109,-12,3,1.4,-2,1,18,0.5
O=C(O)/C(=C\c1cccc(F)c1)c1ccc(S(=O)(=O)N2CCCC2)s1,-9,x,x,x,0.8,-4,x,x,-0.4
O=C(Oc1ccc2ccc(O)cc2c1)c1ccccc1Cl,x,106,-1,2,x,1,4,14,x
CC(C)CCNC(=O)c1ccc2c(c1)N(Cc1ccccc1)C(=O)CS2=O (stereo not drawn),-2,95,4,1,-1.3,3,6,23,-1.2
CC(C)COP(=O)(OCC(C)C)C(O)c1ccc2c(c1)OCO2 (stereo not drawn),-3,121,1,26,-1.5,0,-13,34,-0.6
N#Cc1cnn(-c2ccccc2)c1NC(=O)c1ccccc1F,5,x,x,x,0.1,-2,x,x,1.0
O=C(CSc1nnc(-c2ccccc2)c(-c2ccccc2)n1)NCC1CCCO1 (stereo not drawn),-4,x,x,x,-1.2,-7,x,x,-1.3
CCc1nc(N2CCN(C(=O)c3ccccc3)CC2)c(C#N)c2c1COC(C)(C)C2,-13,88,-2,-10,-1.5,-1,6,17,-1.3
Cc1cc(C)nc(NC(=O)CSc2ccccn2)n1,-12,100,3,-1,0.6,1,-10,-44,-0.6
CCc1ccc(OCCCC(=O)Nc2ccc(S(N)(=O)=O)cc2)cc1,-4,99,-3,-2,2.8,-3,-22,-23,0.6
CCOC(=O)C1CCN(c2cc3c(cc2NC(=O)c2cc(OC)ccc2Br)n(C)c(=O)n3C)CC1,1,101,26,8,2.2,3,-9,-1,0.0
C/C(=N\NC(=O)c1cccnc1)c1cc(C)oc1C,7,94,-4,-5,0.0,-3,0,35,1.5
CC1=C(C#N)c2nc(N)c(C#N)c(C)c2/C1=C\c1ccc(OCC(=O)O)c(Cl)c1,-4,90,-4,-18,1.2,-4,-3,17,0.4
OCC1(CCOc2ccccc2)CCN(Cc2ccncc2)CC1,-5,106,9,11,1.1,-7,-9,8,-0.6
O=S(=O)(Cc1ccc(Cl)cc1)Nc1ccc(Cl)cn1,-1,97,-5,-1,-1.3,-3,-12,-10,-0.8
O=C(COC(=O)c1ccc(Br)o1)c1ccc(S(=O)(=O)N2CCCCC2)cc1,-5,x,x,x,1.2,-5,x,x,0.9
O=C(Nc1cccnc1N1CCOCC1)c1cc2ccccc2oc1=O,-2,x,x,x,1.0,-2,x,18,0.4
Cc1cc(CNC(=O)C(C)Cc2ccccc2)nn1C (stereo not drawn),-5,98,-11,1,0.8,5,-11,20,-0.2
O=C(c1ccc2c(c1)OCO2)N(CC1CCCO1)C1(C(=O)NC2CCCC2)CCCCC1 (stereo not drawn),-6,99,-6,2,1.5,-8,32*,37,-2.8
COc1ccc(NC(=O)C(C)N2c3cccc4cccc(c34)S2(=O)=O)cc1OC (stereo not drawn),-9,97,-2,3,5.3,-11,6,-10,2.7
CC(C)(C)NC(=O)NC(=O)COC(=O)C1c2ccccc2Oc2ccccc21,-14,100,7,-3,2.2,-8,13,8,0.4
O=C(N/N=C/c1ccc(N2CCOCC2)c([N+](=O)[O-])c1)c1ccc(F)cc1,-10,103,2,1,0.3,-1,-10,13,0.9
Cc1ccc(NC(=O)C2C3CCCC2C3c2ccccc2)c(C)c1 (stereo not drawn),0,95,2,-2,-1.6,1,-18,4,-2.9
COc1cc(-c2nn3c(-c4ccccn4)nnc3s2)cc(OC)c1OC,x,93,-7,-6,x,x,-4,-24,x
N#CCSc1nc2[nH]ncc2c(=O)n1-c1ccccc1Br,-1,102,7,8,0.2,-6,-4,-10,1.4
CCN(C[C@H]1N[C@@](C)(C(=O)OC)[C@H]2C(=O)N(C)C(=O)[C@@H]12)C(=O)c1ccc(F)cc1,3,x,x,x,1.8,-6,x,x,1.5
Cc1nn(CC(=O)NCC(C)c2ccccc2)c(=O)c2cc3occc3n12 (stereo not drawn),-4,104,-2,3,18,-3,-6,19,0.4
CC1CCN(C(NC(=O)c2ccco2)C(=O)c2ccccc2)CC1 (stereo not drawn),-3,104,-1,0,-0.4,-1,1,5,-0.9
N#C/C(=C/c1ccc(N2CCCCCC2)o1)c1ccc(F)cc1,-12,100,-4,7,0.7,x,11,x,0.7
CCN1CCN(S(=O)(=O)c2ccc(Cl)c(C(=O)NCCc3ccccc3)c2)CC1,-8,x,x,x,3.6,0,x,x,-1.1
O=C(Cn1cnc([N+](=O)[O-])c1)NCCc1ccccc1,2,102,-14,-1,0.1,-7,4,1,0.4
Cc1ccc(C)c(NC(=S)NC(NC(=O)N(C)C)C(Cl)(Cl)Cl)c1 (stereo not drawn),1,100,-15,3,-0.8,-8,-20,35,-1.2
Cc1c(Cl)cccc1NC(=S)NN1CCOCC1,-6,100,-3,-2,1.2,5,-5,-5,0.1
COc1cc(-c2noc(C)c2C(=O)NCCc2ccccc2)cc(OC)c1OC,-9,x,x,x,-0.2,-1,x,x,-0.9
